# Screens deposited in PubChem BioAssay by several laboratories.
# CD11b adhes enh: enhancers of human CD11b/CD18 binding to fibrinogen. 93,000 compounds, 0.07% hits. K562 CD11b/CD18 adhesion to fibrinogen, ATPlite luminescence. activation, % at 10 µM. P05107+P11215;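 active = 10 µM primary screen giving 50% or more activity, confirmed by 40% or more on retest at that dose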; note: strong numbers were not always called active
# ERa SRC1 pot: ER-alpha (human) coactivator binding potentiation | P03372 | coactivator binding (% of control), % at 25.6 µM | AID 639 | TR-FRET ERalpha-LBD/SRC-Cy5 coactivator binding, 2 h; 100 = basal binding, no effect | 86,000 compounds, 1.3% hits; in the data active = activity above about 200%;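 note: binding measured in presence of low estradiol as agonist stimulus; 0% = peptide alone without receptor and 100% = receptor with peptide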
# Plk1 PBD FP: inhibitors of human Plk1 polo box domain binding; Plk1 PBD phosphopeptide binding, fluorescence polarization; inhibition, %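 (tested at about 20 µM)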; 97,000 compounds, 0.13% hits; in the data active = inhibition above about 34%, passing the limit was not always enough
# Target sequence (P53350 whole entry, looked up, the tested form may be a part): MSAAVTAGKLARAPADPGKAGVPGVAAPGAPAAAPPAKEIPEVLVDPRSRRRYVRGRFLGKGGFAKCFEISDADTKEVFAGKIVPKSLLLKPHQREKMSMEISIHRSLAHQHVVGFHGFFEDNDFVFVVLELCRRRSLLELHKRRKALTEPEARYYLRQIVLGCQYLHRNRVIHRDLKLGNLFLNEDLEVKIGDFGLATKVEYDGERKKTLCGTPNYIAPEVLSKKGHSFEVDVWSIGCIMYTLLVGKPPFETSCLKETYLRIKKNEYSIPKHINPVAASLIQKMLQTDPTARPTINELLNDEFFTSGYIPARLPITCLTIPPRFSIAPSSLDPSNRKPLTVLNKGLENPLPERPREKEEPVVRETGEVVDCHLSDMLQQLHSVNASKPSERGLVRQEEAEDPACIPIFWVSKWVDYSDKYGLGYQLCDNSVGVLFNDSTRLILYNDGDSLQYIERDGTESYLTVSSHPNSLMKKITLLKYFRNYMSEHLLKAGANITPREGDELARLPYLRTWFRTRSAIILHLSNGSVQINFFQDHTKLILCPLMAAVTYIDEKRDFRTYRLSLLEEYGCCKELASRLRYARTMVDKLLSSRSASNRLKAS
# Mac1 fbg inh: CD11b/CD18-fibrinogen binding inhibition. K562 CD11b/CD18 adhesion to fibrinogen, ATPlite luminescence; Mn2+ added to activate the integrin. inhibition, % at 10 µM. 93,000 compounds, 0.54% hits. P05107+P11215;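 active = primary inhibition of 50% or more at 10 µM, then 40% or more on retest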; note: some results filed as inactive read as strong as hits
# FAK blocker: inhibitors of human focal adhesion kinase | biochemical FAK kinase activity assay | inhibition, %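 (tested at 7 µM)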 | 97,000 compounds, 0.84% hits | AID 727; in the data active = inhibition above about 19%;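 note: 0% = DMSO and 100% = reference compound high control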
# PLK1 inh: PLK1 (human) kinase inhibition; recombinant PLK1 kinase, TR-FRET peptide phosphorylation; inhibition, % at 10 µM; 97,000 compounds, 0.53% hits; AID 619;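 active = inhibition of 50% or more in the single-concentration screen; inactive = inhibition below 50%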;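 note: 0% = DMSO max control and 100% = H-89 dihydrochloride min control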
# ERb SRC1 inh: blocks coactivator binding to human estrogen receptor beta | Q92731 | TR-FRET ER-beta LBD / SRC1-Cy5 peptide binding; receptor agonist-loaded with 1 µM estradiol | inhibition, % at 25.6 µM | 86,000 compounds, 1.3% hits | AID 633;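 active = compounds whose percent inhibition of the receptor-coactivator binding signal exceeds about 50% in the single-dose screen, limit read from the data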;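 note: 0% = receptor plus peptide wells without compound and 100% = peptide-only wells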
# ERa SRC1 inh: ER-alpha (human) coactivator binding inhibition | 86,000 compounds, 1.7% hits | P03372 | TR-FRET ER-alpha LBD / SRC-1 peptide, estradiol-bound | AID 629 | inhibition, % at 25.6 µM; in the data active = inhibition above about 50%;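 note: 0% = receptor plus peptide control and 100% = peptide only without receptor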
# HIV Rev-RRE inh: inhibitors of HIV-1 Rev-RRE RNA interaction. inhibition, % at 8 µM. AID 704. Rev peptide-RRE RNA binding, FRET. 97,000 compounds, 0.79% hits;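 active = inhibition above the screen-wide mean plus 3 SD, cut at about 35% in these data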;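 note: 0% = median DMSO wells and 100% = median Neomycin B control wells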
# Target sequence (P05866 whole entry, looked up): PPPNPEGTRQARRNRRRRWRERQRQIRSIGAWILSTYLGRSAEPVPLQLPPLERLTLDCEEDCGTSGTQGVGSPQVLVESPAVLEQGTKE
#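 Test system: Cy5-tagged RRE RNA duplex with fluorescein-tagged Rev peptide; Probe or stimulus: labelled Rev peptide; Schedule: 5 min preincubation and 15 min binding, 25 °C; Signal: FRET fluorescence readout; Evaluation: % inhibition from 671/540 nm acceptor-to-donor ratio, scaled between controls; Control set: DMSO and neomycin B.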
# The depositor's hits bear a star; . = not tested or not shown; [ ] = another dose, or the depositor's remark.
(1) Cc1nn(C)c(Oc2ccccc2)c1CCNS(=O)(=O)c1ccc(Cl)cc1
(2) COCCNC(=O)C(c1ccccc1C)N(C(=O)Cn1nnc2ccccc21)c1cccnc1 (stereo not drawn)
(3) O=c1oc2ccccc2cc1-c1nnc(-c2cccc(Br)c2)o1
(4) O=C(CSc1nnc(Cc2cccs2)n1Cc1ccco1)Nc1cccc(Cl)c1
(5) COc1ccc(S(=O)(=O)N2CCC(C(=O)NCCC3=CCCCC3)CC2)cc1C
(6) Cc1ccc(C)c(S(=O)(=O)NCCOC(=O)Nc2sc(=S)n(C)c2C)c1
(7) COc1ccc2nc(NC(=O)c3cnccn3)sc2c1
(8) CC(=O)/C(=N/Nc1cccc(Cl)c1)N1CCOCC1
Assay by compound	1	2	3	4	5	6	7	8
CD11b adhes enh	0	.	2	.	-2	1	10	-5
ERa SRC1 pot	.	95	72[fluorescence artefact?]	92	77	143	46[fluorescence artefact?]	.
Plk1 PBD FP	-2	12	.	-17	10	-28	8	-22
Mac1 fbg inh	24	.	9	.	0	0	6	4
FAK blocker	-5	2	.	-2	1	-2	0	6
PLK1 inh	-12	-11	.	-10	10	-3	-13	-10
ERb SRC1 inh	.	4[fluorescence artefact?]	35[fluorescence artefact?]	-2	8	-16	50	.
ERa SRC1 inh	.	-2	76*[fluorescence artefact?]	2	4	-7	75*[fluorescence artefact?]	.
HIV Rev-RRE inh	8	4	.	9	0	1	7	-1

(9) CCCCOc1ccc(C(=O)NCc2ccccn2)cc1
(10) CCCOC(=S)Nc1ccccc1
(11) Nc1cccnc1Sc1cc(Cl)c(Cl)cc1Cl
(12) COc1cc(NC(=O)C2C3C=CC(C3)C2C(=O)O)c(OC)cc1Cl (stereo not drawn)
(13) Cc1cc(C)cc(NC2=CC(=O)CC(c3ccco3)C2)c1 (stereo not drawn)
(14) COc1cccc(NC(=O)C2CCCN(S(=O)(=O)c3cccc4nsnc34)C2)c1 (stereo not drawn)
(15) CCN(CC)CCN1C(=O)C(=O)/C(=C(/O)c2cnn(-c3ccccc3)c2C)C1c1cccnc1 (stereo not drawn)
(16) Cc1ccc2occ(CN3CCN(Cc4ccccc4)CC3)c(=O)c2c1
Assay by compound	9	10	11	12	13	14	15	16
CD11b adhes enh	5	1	-4	0	0	-2	0	.
ERa SRC1 pot	623*[fluorescence artefact?]	103	.	.	76	.	111	.
Plk1 PBD FP	-7	-12	0	-8	-16	12	8	9
Mac1 fbg inh	1	1	-8	-7	5	-13	1	.
FAK blocker	-2	3	2	-1	2	-2	-1	-6
PLK1 inh	-9	-11	-15	-13	-6	-13	-8	-7
ERb SRC1 inh	-15[fluorescence artefact?]	-7	.	.	14	.	-4	.
ERa SRC1 inh	-37	-9	.	.	-4	.	-10	.
HIV Rev-RRE inh	10	2	-1	8	5	13	2	1

# Pulled by compound from the list above:
(16) Cc1ccc2occ(CN3CCN(Cc4ccccc4)CC3)c(=O)c2c1
(9) CCCCOc1ccc(C(=O)NCc2ccccn2)cc1
(11) Nc1cccnc1Sc1cc(Cl)c(Cl)cc1Cl
Assay by compound	16	9	11
CD11b adhes enh	.	5	-4
ERa SRC1 pot	.	623*[fluorescence artefact?]	.
Plk1 PBD FP	9	-7	0
Mac1 fbg inh	.	1	-8
FAK blocker	-6	-2	2
PLK1 inh	-7	-9	-15
ERb SRC1 inh	.	-15[fluorescence artefact?]	.
ERa SRC1 inh	.	-37	.
HIV Rev-RRE inh	1	10	-1

# The main list resumes, repeating the 2 entries before the break.
(15) CCN(CC)CCN1C(=O)C(=O)/C(=C(/O)c2cnn(-c3ccccc3)c2C)C1c1cccnc1 (stereo not drawn)
(16) Cc1ccc2occ(CN3CCN(Cc4ccccc4)CC3)c(=O)c2c1
(17) Cn1c(=O)oc2cc(S(=O)(=O)Nc3ccc4c(c3)OCCO4)ccc21
(18) CC1CCN(C(=O)COC(=O)c2cc3ccccc3cc2O)CC1
(19) O=C(Cc1ccccc1)NCC(=O)OCC(=O)c1ccc(OC(=O)c2ccccc2)cc1
(20) CCOC(=O)N1CCN(C(=O)c2cn(CC)c3ccc(S(=O)(=O)N4CCCC4)cc3c2=O)CC1
(21) COc1ccccc1-c1nnc2n1N=C(C(C)(C)C)CS2
(22) CCOc1ccc(NC(=O)CSc2nc3cccnc3n2CCOC)cc1
(23) COC(=O)c1sc(S(=O)(=O)N2CCN(c3ccccc3)CC2)c(C(=O)OC)c1C
(24) COc1ccc(NC(=O)N2CCCC(C(=O)NC(C)C)C2)cc1 (stereo not drawn)
Assay by compound	15	16	17	18	19	20	21	22	23	24
CD11b adhes enh	0	.	-1	-2	.	-5	-4	7	-1	.
ERa SRC1 pot	111	.	145	96	.	112	92	109	104	123
Plk1 PBD FP	8	9	-10	-1	17	22	-10	-43	-28	-9
Mac1 fbg inh	1	.	15	0	.	4	5	1	-33	.
FAK blocker	-1	-6	-4	0	5	-2	-1	0	-3	-2
PLK1 inh	-8	-7	-26	-8	-5	-1	-1	-10	-4	-18
ERb SRC1 inh	-4	.	-4	1	.	-2	9	3	-9[fluorescence artefact?]	-10
ERa SRC1 inh	-10	.	-3	-3	.	-9	4	3	-13	-3
HIV Rev-RRE inh	2	1	38*	10	-4	-4	0	9	7	2

# Some of these compounds in order of number of heavy atoms, lowest first.
(21) COc1ccccc1-c1nnc2n1N=C(C(C)(C)C)CS2
(24) COc1ccc(NC(=O)N2CCCC(C(=O)NC(C)C)C2)cc1 (stereo not drawn)
(17) Cn1c(=O)oc2cc(S(=O)(=O)Nc3ccc4c(c3)OCCO4)ccc21
Assay by compound	21	24	17
CD11b adhes enh	-4	.	-1
ERa SRC1 pot	92	123	145
Plk1 PBD FP	-10	-9	-10
Mac1 fbg inh	5	.	15
FAK blocker	-1	-2	-4
PLK1 inh	-1	-18	-26
ERb SRC1 inh	9	-10	-4
ERa SRC1 inh	4	-3	-3
HIV Rev-RRE inh	0	2	38*

# Continued:
(25) Cc1ccc(NC(=O)c2csc(-c3ccccc3)c2C)cc1
(26) COc1ccc(N2C(=O)C3C4C=CC(C4)C3C2=O)c(OC)c1 (stereo not drawn)
(27) c1ccc2c(NC3CCCC3)nnc(NC3CCCC3)c2c1
(28) FC(F)(F)c1nnc2c(Sc3ccc(Cl)cc3)nc3ccccc3n12
(29) Cc1cc(C)c(OC2(c3ccccc3)OC(=O)c3ccccc32)c(C)c1 (stereo not drawn)
(30) Cc1cc(C(F)(F)F)nc(NCc2ccc(F)cc2)n1
(31) COC(=O)c1oc2ccc(Br)cc2c1NC(=O)CCCN1C(=O)c2ccccc2C1=O
(32) O=C(c1cccnc1)N1CCN(Cc2ccc3c(c2)OCO3)CC1
Assay by compound	25	26	27	28	29	30	31	32
CD11b adhes enh	-4	-1	6	1	.	-5	18	1
ERa SRC1 pot	.	121	115	.	.	99	131[fluorescence artefact?]	103
Plk1 PBD FP	-13	3	-15	-8	3	21	.	-24
Mac1 fbg inh	66	21	-12	11	.	4	17	9
FAK blocker	0	0	-4	-5	6	0	.	-4
PLK1 inh	-8	-11	-2	-10	-13	9	.	-9
ERb SRC1 inh	.	23	-3	.	.	5	26	-11
ERa SRC1 inh	.	16	6	.	.	-10	52*	38[fluorescence artefact?]
HIV Rev-RRE inh	7	5	-6	4	25	19	.	-1

(33) OC1CCN(Cc2cccc(Oc3ccccc3)c2)CC1
(34) CC1CCN(C(=S)c2ccc3c(c2)OCO3)CC1
(35) COC(=O)c1ccc(C2C(C(C)=O)=C(C)Nc3ncnn32)cc1 (stereo not drawn)
(36) O=C(c1cn(-c2ccccc2)nc1-c1cccs1)N1CCOCC1
(37) CCCCN(C(=O)Nc1ccc(Cl)cc1)C1CCN(C(C)=O)CC1
(38) Cc1c(C(=O)O)oc2c1C(O)CCC2 (stereo not drawn)
(39) O=C(NCCN1C(=O)C2C3C=CC(C3)C2C1=O)Nc1ccccc1 (stereo not drawn)
(40) Cc1cc(C)cc(NC(=O)N2CCCC2C(=O)Nc2ccc(-n3cnnn3)c(C)c2)c1 (stereo not drawn)
Assay by compound	33	34	35	36	37	38	39	40
CD11b adhes enh	-1	-3	-4	.	-2	1	1	.
ERa SRC1 pot	109	107	117	82	103[fluorescence artefact?]	119	96	98
Plk1 PBD FP	.	-18	-18	-2	-3	19	11	5
Mac1 fbg inh	-10	7	-11	.	10	-6	-6	.
FAK blocker	.	-2	2	1	2	-1	1	3
PLK1 inh	.	-4	-7	-5	-4	-5	67*	-7
ERb SRC1 inh	0	-17	-1	-3	5[fluorescence artefact?]	-5	-3	-18[fluorescence artefact?]
ERa SRC1 inh	-1	-2	-10	0	11[fluorescence artefact?]	-6	1	-10
HIV Rev-RRE inh	.	1	8	10	0	8	8	3

(41) Cc1ccc(CN2CCNC(=O)C2CC(=O)O)cc1 (stereo not drawn)
(42) CCOc1ncccc1C(=O)OCC(=O)Nc1cc(C)ccc1C
(43) COC(=O)c1ccc(NC(=O)CN2C(=O)CNC2=O)cc1
(44) CCc1ccccc1NC(=O)Cn1nc(C(F)(F)F)c2c1CCC2
(45) COC(=O)c1ccc(OCCN2C3=NCCN3c3ccccc32)cc1
(46) CC(C)Sc1nc(-c2ccccc2)cc(=O)[nH]1
(47) CCc1cccc(NC(=O)c2ccc(NS(=O)(=O)c3c(C)noc3C)cc2)c1
(48) COc1ccc(NC(=O)c2cc3sccc3n2Cc2ccc(F)cc2)cc1OC
Assay by compound	41	42	43	44	45	46	47	48
CD11b adhes enh	5	.	-2	.	-1	-3	0	.
ERa SRC1 pot	116[fluorescence artefact?]	118[fluorescence artefact?]	.	105	102	107	.	120
Plk1 PBD FP	-15	-26	-18	-19	-29	-16	26	4
Mac1 fbg inh	-1	.	14	.	6	2	0	.
FAK blocker	-4	0	2	2	-2	-2	-4	-1
PLK1 inh	61*	-2	-19	-8	-17	-1	-9	-13
ERb SRC1 inh	-5	7[fluorescence artefact?]	.	-4	3[fluorescence artefact?]	-7[fluorescence artefact?]	.	-5
ERa SRC1 inh	-2	2	.	-11	3[fluorescence artefact?]	3	.	11
HIV Rev-RRE inh	4	7	2	12	2	5	4	2

(49) CC(C)(C)NC(=O)NC(=O)COC(=O)CCCc1c[nH]c2ccccc12
(50) Cc1nc([N+](=O)[O-])c(Br)n1CC(=O)c1ccc2ccccc2c1
(51) O=C(NCc1ccco1)c1ccc(COc2ccccc2Cl)cc1
(52) OCCN=C(c1ccccc1)C12CN3CN(CN(C3)C1)C2
(53) Nc1nc(-c2cccnc2)nc(N2CCCCC2)n1
(54) Cc1cc(C)cc(OCc2nc3ncc(Br)cc3[nH]2)c1
(55) COC(=O)c1cc2sccc2n1Cc1ccc(C)cc1
(56) Cc1cc(NC(=O)CCC(=O)N(CCC(C)C)CC(=O)NCC2CCCO2)no1 (stereo not drawn)
(57) CCOC(=O)CCS(=O)(=O)c1nc(-c2ccccc2)cc(C(F)(F)F)n1
(58) O=C1Nc2ccccc2C12OCCS2 (stereo not drawn)
(59) O=C(c1ccc(Cl)cc1)C1C2C(=O)N(c3ccccc3)C(=O)C2C2CCCN21 (stereo not drawn)
Assay by compound	49	50	51	52	53	54	55	56	57	58	59
CD11b adhes enh	0	2	-2	-1	-1	.	0	0	14	-2	20
ERa SRC1 pot	91	75	.	109	107	333*[fluorescence artefact?]	77	122	95	96	104
Plk1 PBD FP	-11	-22	23	-33	-31	6	19	11	-6	.	-13
Mac1 fbg inh	24	-18	7	2	8	.	5	-23	12	-3	-16
FAK blocker	0	1	1	-6	3	-44	-3	-3	0	.	0
PLK1 inh	-1	-4	2	7	-8	-21	-1	-17	-13	.	-7
ERb SRC1 inh	0	29[fluorescence artefact?]	.	-1	-5	42[fluorescence artefact?]	2	-3	4	54*	9
ERa SRC1 inh	3	13[fluorescence artefact?]	.	-16	-8[fluorescence artefact?]	57*	2	-6[fluorescence artefact?]	3	-5	6
HIV Rev-RRE inh	-2	10	3	0	5	23	22	4	11	.	58*
